MEP2 TOR yeast: modulators of MEP2-GFP levels in yeast, primary screen, S. cerevisiae, multiplex flow cytometry, MLPCN library. GFP response vs DMSO, % at 10 µM. S. cerevisiae MEP2-GFP strain, 3 h; 100% = DMSO control level. 330,000 compounds, 0.51% hits. AID 2016, 2009;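 active = GFP response versus DMSO above a set limit, roughly screen mean plus 3 SD, cut at about 180% in these data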;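 also: median GFP fluorescence of the barcode-gated MEP2-GFP cells per well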
LAP4-GFP MLPCN: modulators of LAP4-GFP expression in yeast, primary screen, S. cerevisiae, multiplex flow cytometry, MLPCN library. 3 h; median GFP as percent of DMSO wells. GFP response vs DMSO, % at 10 µM. 320,000 compounds, 0.34% hits;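 active = GFP response vs DMSO above a set limit, about the screen mean plus 3 SD, cut at about 150% in these data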
GASC-1 inh: inhibitors of GASC-1 histone demethylase, primary screen, biochemical, fluorescence, DELFIA europium | Lysine-specific demethylase 4C (Homo sapiens), Q9H3R0 | GST-JMJD2C(1-420) H3K9me3 demethylation | inhibition, % at 2.35 µM | 330,000 compounds, 0.069% hits | AID 2099, 2009;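 active = more than half of a compound's replicate wells show inhibition beyond 50%, single wells judged on their own value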;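 also: signal counts dimethyl H3K9 product captured on neutravidin plate; 0% = median of DMSO wells and 100% = 0.3 times that DMSO median; strong numbers were not always called active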
RPL19A-GFP yeast: RPL19A-GFP expression modulators in yeast, primary screen, cell-based, S. cerevisiae, multiplex flow cytometry, MLPCN; 330,000 compounds, 0.3% hits; percent response vs DMSO, % at 10 µM; S. cerevisiae RPL19A-GFP strain, 3 h; stronger effect = lower value;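 active = percent response vs DMSO below 50%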;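 also: median channel GFP fluorescence of the barcoded RPL19A-GFP strain; ratio of sample median GFP to plate DMSO average so 100% = DMSO; lower means less RPL19A-GFP as with rapamycin TOR inhibition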
CIT2 TOR yeast: modulators of CIT2-GFP expression in yeast, primary screen, S. cerevisiae, GFP fusion, multiplex flow cytometry, MLPCN library. S. cerevisiae CIT2-GFP strain, 3 h; 100 means same as DMSO wells. GFP response vs DMSO, % at 10 µM. 320,000 compounds, 0.065% hits. AID 2029, 2009;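 active = GFP response relative to DMSO above a set limit, near the screen mean plus 3 SD, cut at about 150% in these data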;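 also: ratio of well median GFP fluorescence to mean of DMSO wells on the plate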
AGP1 TOR yeast: modulators of AGP1-GFP expression in yeast TOR pathway, primary screen, cell-based, multiplex flow cytometry, S. cerevisiae, MLPCN library. 3 h; GFP as percent of DMSO wells. 320,000 compounds, 0.02% hits. GFP response vs DMSO, % at 10 µM;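 active = GFP response relative to DMSO above a set limit, near screen average plus 3 SD, cut at about 150% in these data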;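 also: median GFP channel fluorescence of the gated AGP1 strain per well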
VLA-4 inh: inhibition in human VLA-4 binding assay, primary screen, VLA-4 allosteric modulator project, MLPCN library, flow cytometry, VLA-4 expressing cells. 330,000 compounds, 0.2% hits. inhibition, % (about 7 µM as worked out from the volumes in the protocol). Integrin alpha-4 (Homo sapiens), P13612. AID 2557, 2010. ligand binding flow cytometry; in the data active = inhibition above about 50%
GRK2 inh: compounds blocking aptamer binding on GRK2 – biochemical, human GRK2, bead flow cytometry, HTS, primary screen. Beta-adrenergic receptor kinase 1 (Homo sapiens), P25098. FAM-aptamer displacement from GRK2. inhibition of aptamer binding, % at 10 µM. 330,000 compounds, 0.59% hits;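 active = inhibition of aptamer binding above 40%, roughly 3 SD of noise, on plates passing a quality check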;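 also: median bead fluorescence of bound FAM aptamer so fluorescent compounds give negative values; no value below 0 was filed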
Target sequence (P25098 whole entry, looked up): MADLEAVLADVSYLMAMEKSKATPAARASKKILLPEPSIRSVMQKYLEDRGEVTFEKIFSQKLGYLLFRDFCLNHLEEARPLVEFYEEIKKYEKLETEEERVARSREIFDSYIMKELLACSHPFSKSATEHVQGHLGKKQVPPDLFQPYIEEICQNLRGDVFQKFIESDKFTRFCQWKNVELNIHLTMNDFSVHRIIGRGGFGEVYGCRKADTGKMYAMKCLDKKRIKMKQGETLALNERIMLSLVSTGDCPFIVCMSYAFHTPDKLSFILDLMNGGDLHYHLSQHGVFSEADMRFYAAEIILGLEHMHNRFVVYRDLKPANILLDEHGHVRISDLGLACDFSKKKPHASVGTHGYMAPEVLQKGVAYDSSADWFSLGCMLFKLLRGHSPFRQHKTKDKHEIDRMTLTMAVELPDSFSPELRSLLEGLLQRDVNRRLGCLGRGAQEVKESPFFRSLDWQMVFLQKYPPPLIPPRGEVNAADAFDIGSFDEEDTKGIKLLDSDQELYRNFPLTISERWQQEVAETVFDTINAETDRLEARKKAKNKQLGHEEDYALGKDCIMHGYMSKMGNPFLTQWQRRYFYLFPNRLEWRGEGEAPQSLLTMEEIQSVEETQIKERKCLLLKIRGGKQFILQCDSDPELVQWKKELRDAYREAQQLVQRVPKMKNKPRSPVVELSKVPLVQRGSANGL
The depositor's hits bear a star; x = no result given; [ ] = remark or other dose.

SMILES | MEP2 TOR yeast | LAP4-GFP MLPCN | GASC-1 inh | RPL19A-GFP yeast | CIT2 TOR yeast | AGP1 TOR yeast | VLA-4 inh | GRK2 inh
Cc1ccc(N2CCN(Cc3ccccc3)CC2=O)c(C)c1 | 102 | 92 | -3 | 102 | 117 | 95 | -6 | 0
CCOc1cccc(N2C(=O)CC(N3CCN(c4nc5ccccc5s4)CC3)C2=O)c1 (stereo not drawn) | 97 | 104 | -37 | 99 | 99 | 102 | 11 | 0
O=C(NCCCN1CCCCC1)c1ccc2c(=O)n(CCc3ccccc3)c(=O)[nH]c2c1 | 100 | 103 | -1 | 97 | 103 | 100 | 20 | 0
COc1cccc(NC(=O)CN(C)C(=O)c2ccc(-n3cncn3)c([N+](=O)[O-])c2)c1 | 100 | 96 | 9 | 100 | 95 | 106 | 7 | 0
O=C(CSc1nnnn1-c1ccccc1)Nc1ncc2c(n1)CC(c1ccccc1)CC2=O (stereo not drawn) | 104 | 102 | 1 | 105 | 100 | 105 | 16 | 0
CCn1c(C)c(C(C)=O)c(N2CCN(c3ccccn3)CC2)nc1=S | 106 | 105 | -5 | 103 | 99 | 105 | 4 | 6
Cc1ccc(NC(=O)Nc2ccc3c(c2)N(C)C(=O)CS3)nc1 | 107 | 96 | 2 | 98 | 95 | 100 | 16 | 0
C=CCc1ccc(O)c(-c2cc(CC=C)ccc2O)c1 | 100 | 98 | 17 | 92 | 91 | 83 | 3 | 0
Cc1c(NC(=O)c2ccc(CC(C)C)o2)c(=O)n(-c2ccccc2)n1C | 97 | 87 | 0 | 95 | 92 | 90 | 14 | 7
Cc1nnc(SCc2cnc(-c3ccccc3)o2)[nH]c1=O | 105 | 116 | -3 | 106 | 96 | 106 | 3 | 2
NC(=O)CN1C(=O)C(=O)N(Cc2ccc(Cl)cc2)C1=O | 107 | 100 | 5 | 105 | 109 | 103 | 3 | 2
CCOC(=O)c1ccc2nc(Nc3nc4ccc(F)cc4s3)sc2c1 | 97 | 93 | -18 | 98 | 95 | 90 | 4 | 6
N/C(=N\N=C\c1ccc(O)cc1)c1nonc1N | 110 | 103 | -7 | 114 | 101 | 108 | 4 | 5
CC(C)c1ccc(NC(=O)C2CCCN2S(=O)(=O)c2ccccc2F)cc1 (stereo not drawn) | 100 | 97 | -8 | 94 | 91 | 99 | 19 | 0
COc1ccc(/C=N/NC(=O)c2cccc(NC(=O)c3ccc(F)cc3)c2)c(C(=O)O)c1OC | 102 | 94 | -1 | 101 | 101 | 98 | 3 | 6
Cc1nc(C(=O)NCCO)cc2c1[nH]c1ccccc12 | 89 | 84 | 6 | 93 | 101 | 94 | -10 | 16
O=C(c1c[nH]c(C(=O)C(Cl)(Cl)Cl)c1)c1ccc(F)cc1Cl | 101 | 109 | -26 | 98 | 102 | 106 | -7 | 0
Cc1nn(Cc2c(Cl)cccc2Cl)c(C)c1NC(=O)/C=C/c1cnn(C)c1C | 94 | 94 | 4 | 94 | 94 | 96 | 0 | 3
COC(=O)c1ccc(Cn2nc(-c3ccccc3)ccc2=O)cc1 | 113 | 115 | -28 | 105 | 95 | 93 | -3 | 3
CCC1Oc2ccc(C)cc2N(CC(=O)NCc2cccc(OC)c2)C1=O (stereo not drawn) | 106 | 101 | 5 | 88 | 100 | 99 | -4 | 1
Cc1ccccc1-c1ccc(C(=O)NCc2ccccc2)o1 | 92 | 97 | 8 | 91 | 90 | 80 | 4 | 2
CCOc1ncccc1C(=O)Nc1cc(S(=O)(=O)N(CC)CC)ccc1N1CCOCC1 | 110 | 106 | 6 | 97 | 97 | 100 | -4 | 4
COc1cc(C(=O)Oc2ccc(Br)cc2C(=S)N2CCOCC2)cc(OC)c1OC | 101 | 99 | -1 | 98 | 96 | 100 | 14 | 4
O=C(OCCCC(=O)N1CCOCC1)c1ccccc1 | 111 | 105 | 4 | 99 | 101 | 102 | 4 | 0
Cn1c(COc2ccccc2)nnc1SCC(=O)NC1CCCC1 | 99 | 99 | -1 | 97 | 89 | 95 | 3 | 0

An excerpt from above in order of length of the SMILES, smallest number first.
SMILES | MEP2 TOR yeast | LAP4-GFP MLPCN | GASC-1 inh | RPL19A-GFP yeast | CIT2 TOR yeast | AGP1 TOR yeast | VLA-4 inh | GRK2 inh
O=C(OCCCC(=O)N1CCOCC1)c1ccccc1 | 111 | 105 | 4 | 99 | 101 | 102 | 4 | 0
N/C(=N\N=C\c1ccc(O)cc1)c1nonc1N | 110 | 103 | -7 | 114 | 101 | 108 | 4 | 5
Cc1ccc(N2CCN(Cc3ccccc3)CC2=O)c(C)c1 | 102 | 92 | -3 | 102 | 117 | 95 | -6 | 0
Cc1nn(Cc2c(Cl)cccc2Cl)c(C)c1NC(=O)/C=C/c1cnn(C)c1C | 94 | 94 | 4 | 94 | 94 | 96 | 0 | 3
O=C(NCCCN1CCCCC1)c1ccc2c(=O)n(CCc3ccccc3)c(=O)[nH]c2c1 | 100 | 103 | -1 | 97 | 103 | 100 | 20 | 0

Filtered by structure, the compounds so far with a furan ring, fused or not.
SMILES | MEP2 TOR yeast | LAP4-GFP MLPCN | GASC-1 inh | RPL19A-GFP yeast | CIT2 TOR yeast | AGP1 TOR yeast | VLA-4 inh | GRK2 inh
Cc1c(NC(=O)c2ccc(CC(C)C)o2)c(=O)n(-c2ccccc2)n1C | 97 | 87 | 0 | 95 | 92 | 90 | 14 | 7
Cc1ccccc1-c1ccc(C(=O)NCc2ccccc2)o1 | 92 | 97 | 8 | 91 | 90 | 80 | 4 | 2

(next part)
SMILES | MEP2 TOR yeast | LAP4-GFP MLPCN | GASC-1 inh | RPL19A-GFP yeast | CIT2 TOR yeast | AGP1 TOR yeast | VLA-4 inh | GRK2 inh
COc1ccc(NS(=O)(=O)c2cn(C)c(=O)n(C)c2=O)cc1 | 97 | 107 | 2 | 95 | 94 | 103 | 10 | 0
O=C(CN(c1ccccn1)S(=O)(=O)c1ccc(F)cc1)Nc1ccc(F)cc1F | 109 | 104 | -6 | 104 | 107 | 104 | 6 | 4
Cc1cc(C)c2c(=O)[nH]c(SCC(=O)NCCc3ccccc3)nc2n1 | 103 | 104 | -3 | 103 | 109 | 103 | 1 | 0
Cc1ccc(S(=O)(=O)N2CCCCC2)cc1NC(=O)CSc1nccn1C | 99 | 97 | -8 | 103 | 106 | 99 | 1 | 0
CC(C)(C)c1cc(NCc2ccccn2)n2ncc(-c3ccc(Cl)cc3)c2n1 | 103 | 110 | -2 | 98 | 81 | 100 | -9 | x
CCOC(=O)c1ccc(-n2c(CCC(=O)O)ccc2-c2ccccc2)cc1 | 108 | 102 | 10 | 108 | 95 | 97 | 14 | 2
CCOc1nc2ccccc2nc1NS(=O)(=O)c1ccc(Cl)cc1 | 104 | 108 | 8 | 96 | 88 | 98 | 1 | 0
CCN(CC)c1ccc(/C=N/NC(=O)CNC(=O)c2ccc3c(c2)OCCO3)cc1 | 92 | 90 | -5 | 93 | 95 | 97 | 12 | 1
COc1ccc(C(=O)N2CCN=C2SCc2cccnc2)c(OC)c1 | 105 | 103 | 2 | 99 | 78 | 95 | 49 | 1
CC1=CC(C)(C)N(C(=O)CSc2nnc(N)s2)c2ccccc21 | 106 | 99 | -4 | 98 | 101 | 101 | -32 | 0
COc1cc(OC)c(NC(=O)CCNS(=O)(=O)c2ccc3c(c2)oc(=O)n3C)cc1Cl | 93 | 98 | -2 | 101 | 102 | 99 | 2 | 1
CSc1cccc(NC(=O)c2ccc(Cl)nc2)c1 | 94 | 118 | -1 | 83 | 101 | 88 | 3 | 0
O=C(C1CCN(S(=O)(=O)c2cnc[nH]2)CC1)N1CCc2ccccc2C1 | 454*[may fluoresce violet] | 102[may fluoresce violet] | -6 | 47*[may fluoresce violet] | x | 18[may fluoresce violet] | -3 | 0
Cc1ccc2c(CN3CCN(Cc4ccccc4)CC3)cc(=O)oc2c1C | 94 | 84 | 0 | 102 | 95 | 96 | 2 | 1
COc1cc(NC(=O)C2CCCO2)c(OC)cc1NC(=O)c1ccccc1 (stereo not drawn) | 101 | 99 | -4 | 98 | 103 | 96 | -10 | 5
COc1ccc(NC(=S)NC(NC(C)=O)C(Cl)(Cl)Cl)c([N+](=O)[O-])c1 (stereo not drawn) | 103 | 86 | 21 | 106 | 104 | 102 | 25 | 4
CCc1ccccc1NC(=O)c1ccc(S(=O)(=O)N2CCCC2)cc1 | 99 | 98 | -23 | 100 | 107 | 99 | -9 | 2
Cc1c(C=NCCOCc2ccccc2)cnn1C | 103 | 105 | -29 | 99 | 118 | 102 | -7 | 0
O=C(N1CCN(c2ccc(F)cc2)CC1)C1(c2cccs2)CCOCC1 | 103 | 99 | -8 | 104 | 103 | 103 | 9 | 0
COc1c(N2CCN(C(=S)Nc3ccc(F)cc3)C(C)C2)c(F)cc2c(=O)c(C(=O)O)cn(C3CC3)c12 (stereo not drawn) | 99 | 102 | 0 | 99 | 99 | 100 | 7 | 0
O=C(CNc1cccc([N+](=O)[O-])c1)NCCCc1ccccc1 | 102 | 94 | -29 | 99 | 100 | 94 | 0 | 0
OC(CN1CCOCC1)Cn1c2ccccc2c2ccccc21 (stereo not drawn) | 104 | 103 | 3 | 106 | 102 | 106 | 32 | 3
CCCc1cc(=O)[nH]c(SCC(=O)NCCCC(=O)OCC)n1 | 106 | 101 | -3 | 104 | 103 | 106 | -7 | 0
CC(C)(C)C1=Nn2c(nnc2-c2ccco2)SC1 | 94 | 89 | 3 | 97 | 101 | 104 | 1 | 2
COc1ccc(C)cc1NC(=O)c1cc2c(CO)cnc(C)c2oc1=N | 102 | 95 | -4 | 100 | 95 | 108 | -3 | 0
CCN1C(=O)c2cccc3c(NC(=O)C4CCCCC4)ccc1c23 | 98 | 95 | 9 | 113 | 66 | 80 | 1 | 1
O=C(CCn1cccc1)Nc1ccc(F)cc1 | 101 | 101 | -3 | 100 | 101 | 101 | 7 | 0
COc1cccc(C(=O)NNC(=O)C(=O)N2CCCCC2)c1 | 94 | 104 | 11 | 98 | 96 | 99 | 8 | 0
COc1ccc(C2=NN(c3ccc(C=O)cc3)C(c3ccccc3)C2)cc1 (stereo not drawn) | 132 | 93 | 6 | 89 | 59 | 10 | -10 | 3
Cc1cc(C(=O)COC(=O)c2cccc(NS(C)(=O)=O)c2)c(C)n1CC1CCCO1 (stereo not drawn) | 102 | 106 | -6 | 112 | 105 | 107 | 1 | 0

An excerpt from above, showing only MEP2 TOR yeast.
Molecule	MEP2 TOR yeast
COc1cccc(C(=O)NNC(=O)C(=O)N2CCCCC2)c1	94
COc1ccc(C2=NN(c3ccc(C=O)cc3)C(c3ccccc3)C2)cc1 (stereo not drawn)	132

Marked active in MEP2 TOR yeast (from the list above):
SMILES | MEP2 TOR yeast | LAP4-GFP MLPCN | GASC-1 inh | RPL19A-GFP yeast | CIT2 TOR yeast | AGP1 TOR yeast | VLA-4 inh | GRK2 inh
O=C(C1CCN(S(=O)(=O)c2cnc[nH]2)CC1)N1CCc2ccccc2C1 | 454*[may fluoresce violet] | 102[may fluoresce violet] | -6 | 47*[may fluoresce violet] | x | 18[may fluoresce violet] | -3 | 0

High-throughput results from PubChem BioAssay.
